Runt-SMMHC FRET: inhibitors of human RUNX1 Runt domain binding to CBFb-SMMHC. Q01196+Q13951. inhibition, % at 20 µM. hit rate 0.74% among 220,000. Cerulean-Runt/Venus-CBFb-SMMHC FRET ratio 530/480, 1 h. AID 1434;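 active means mean inhibition across duplicate retests at 20 µM reaching about 50%, limit read from the data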;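 further: 0% = DMSO wells and 100% = wells with excess untagged CBFb-SMMHC; inhibitors lower the FRET ratio by blocking Runt binding to CBFb-SMMHC; some results filed as inactive read as strong as hits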
Target sequence (Q01196 whole entry, looked up, the tested form may be a part): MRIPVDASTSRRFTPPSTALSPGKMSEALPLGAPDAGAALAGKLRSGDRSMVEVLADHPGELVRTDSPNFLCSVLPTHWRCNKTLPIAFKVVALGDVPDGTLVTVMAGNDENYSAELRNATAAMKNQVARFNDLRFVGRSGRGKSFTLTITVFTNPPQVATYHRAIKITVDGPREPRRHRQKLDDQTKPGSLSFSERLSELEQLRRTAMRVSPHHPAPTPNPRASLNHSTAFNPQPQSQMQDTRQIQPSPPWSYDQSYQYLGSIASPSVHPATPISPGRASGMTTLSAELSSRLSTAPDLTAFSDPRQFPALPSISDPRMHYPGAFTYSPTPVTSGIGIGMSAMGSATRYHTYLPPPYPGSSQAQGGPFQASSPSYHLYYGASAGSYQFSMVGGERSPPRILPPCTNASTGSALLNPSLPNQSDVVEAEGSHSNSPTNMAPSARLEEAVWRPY
Target sequence (Q13951 whole entry, looked up, the tested form may be a part): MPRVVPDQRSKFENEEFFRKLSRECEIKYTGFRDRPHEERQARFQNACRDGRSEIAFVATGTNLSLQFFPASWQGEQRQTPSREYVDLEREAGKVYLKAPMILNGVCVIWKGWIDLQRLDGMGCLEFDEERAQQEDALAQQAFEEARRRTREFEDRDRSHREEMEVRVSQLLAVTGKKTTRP
FXIIa inh 1536: inhibitors of human coagulation factor XIIa | P00748 | AID 800 | hit rate 0.3% among 220,000 | purified FXIIa, Boc-QGR-AMC fluorogenic substrate, 2 h | inhibition, % at 5 µM; in the data active means inhibition above about 40%;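 further: 0% = enzyme with no compound and 100% = blank without enzyme; many of its hits are not listed in these tables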
thrombin 1536: blocks human thrombin protease activity. P00734. alpha-thrombin, Boc-VPR-AMC fluorogenic substrate cleavage. inhibition, % at 5 µM. hit rate 0.26% among 220,000. AID 1046;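 active means inhibition at or above 40%; inactive means inhibition below 40%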;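 further: 0% = enzyme with no compound and 100% = wells without enzyme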
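System: human alpha-thrombin protein; Compound dosing: one concentration per compound, 5 µM, with 0.2% DMSO; Timing: reaction at room temperature; Technique: AMC fluorescence, 355/460 nm; Controls: enzyme without compound as high, wells lacking enzyme as low.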
Hck Nef HTS: inhibitors of human Hck kinase activated by Nef | Recombinant Hck-YEEI plus Nef, Z-Lyte FRET kinase assay | inhibition, % at 20 µM | hit rate 0.68% among 220,000;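 active means Hck-Nef kinase inhibition above about 50%, limit read from the data; inactive means inhibition below that limit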;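 further: 0% = DMSO with Hck plus Nef and 100% = Hck alone without Nef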
14-3-3 Bad inh: disrupts binding of bovine 14-3-3 zeta to phospho-Bad peptide; P63103; TR-FRET 14-3-3zeta/Dy647-pBad peptide displacement, 1 h; inhibition, % at 21.7 µM; hit rate 0.71% among 220,000; AID 781;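 active means inhibition above about 70%, limit read from the data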;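 further: 0% = full 14-3-3 plus peptide FRET controls and 100% = background without 14-3-3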
FXIa inh: inhibitors of human coagulation factor XIa. hit rate 0.14% among 220,000. P03951. inhibition, % at 5 µM. purified FXIa, Boc-Glu-Ala-Arg-AMC fluorogenic substrate;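 active means inhibition of at least 40%; inactive means inhibition below 40%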;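 further: fluorescence of freed AMC excited at 355 nm; 0% = enzyme without compound and 100% = no enzyme blank; many of its hits are not listed in these tables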
Runt-CBFb FRET: Runt domain-CBFb interaction inhibition | Cerulean-Runt/Venus-CBFb FRET ratio 530/480, 1 h | hit rate 0.46% among 220,000 | inhibition, % at 20 µM;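 active means inhibition over about 50% at 20 µM in the single-dose screen, limit read from the data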;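 further: 0% = DMSO wells and 100% = excess unlabeled CBFb competitor control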
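Measured by: fluorescence energy transfer, 422 nm excitation, 530/480 nm emission; test system: Cerulean-tagged RUNX1 Runt domain (FRET donor) fusion protein; buffer or medium: Tris pH 7.5 buffer with BSA; compound: one dose, 20 µM compound, 1% DMSO; times: two 1 h room-temperature incubations shielded from light; benchmarks: unlabeled CBFb 5 µM, positive control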
KLK5 inh: blocks human kallikrein 5 protease activity; AID 873; hit rate 0.59% among 210,000; recombinant hK5, fluorogenic AMC substrate cleavage; Q9Y337; inhibition, % at 5 µM;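 active means inhibition of 40% or more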;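 further: 0% = enzyme controls without compound and 100% = no-enzyme blanks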
Target sequence (Q9Y337 67-293 limits assumed): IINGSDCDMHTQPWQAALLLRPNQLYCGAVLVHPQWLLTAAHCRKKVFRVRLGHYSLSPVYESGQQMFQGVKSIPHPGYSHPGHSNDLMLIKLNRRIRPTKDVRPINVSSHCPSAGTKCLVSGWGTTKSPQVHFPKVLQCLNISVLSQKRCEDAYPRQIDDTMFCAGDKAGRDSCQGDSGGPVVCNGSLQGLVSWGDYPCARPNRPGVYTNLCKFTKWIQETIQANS
Wee1 stabilizer: blocks degradation of human Wee1 kinase. HeLa Luc-Wee1K328M stability, luciferase luminescence; 100% = proteasome inhibitor MG132 effect. reporter increase, % at 5 µM. hit rate 1.2% among 220,000;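 active means activation above the mean of all tested compounds plus 3 SD, set per screening run, cut at about 8.8% in these data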;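 further: cells exposed to compound for 20 h before luminescence read; 0% = DMSO alone and 100% = MG132 at 30 µM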
Numbers without * were called inactive; nt = no result given; [ ] = remark or other dose.

[1] CN1CCN(CCCNC(=O)c2ccc(/C=C3/Sc4ccccc4N(Cc4cccc(Cl)c4)C3=O)cc2)CC1
[2] Cc1cc(OCC(=O)O)c2ccccc2n1
[3] Cc1cc(=O)[nH]c2n[nH]c(-c3ccccc3)c12
[4] CCN=C1SC(C(=O)Nc2cccc(OCC)c2)CC(=O)N1CC (stereo not given)
[5] COc1cc(C(=O)Nc2c(C)cc(C)cc2C)c(-n2cnnn2)cc1OC
[6] COc1ccc(C(CC(=O)O)NC(=O)c2ccccc2[N+](=O)[O-])cc1 (stereo not given)
[7] CCN1CCN(c2cc(C(C)C)nc3c(-c4ccccc4)c(C)nn23)CC1
[8] CCOc1ccc(-c2nnn(CC(=O)N3CCN(c4ccc(F)cc4)CC3)n2)cc1OCC

entry no. | 1 | 2 | 3 | 4 | 5 | 6 | 7 | 8
Runt-SMMHC FRET | 20 | 3 | 3 | 0 | 0 | -2 | -6 | -3
FXIIa inh 1536 | 6 | 1 | 18 | 8 | 17 | 9 | 3 | 12
thrombin 1536 | 1 | -3 | 1 | 1 | 2 | 0 | -1 | 0
Hck Nef HTS | -9 | 4 | 2 | 0 | 0 | 3 | 7 | -1
14-3-3 Bad inh | 77* | 20 | -10[fluorescence artefact?] | 10[fluorescence artefact?] | -8 | 1 | 6 | 9
FXIa inh | 0 | -13 | 2 | 3 | 0 | 7 | 1 | -11
Runt-CBFb FRET | 8 | -3 | 2 | -2 | -2 | 2 | 1 | 0
KLK5 inh | nt | -6 | -4 | -3 | -28 | 2 | 1 | 5
Wee1 stabilizer | -2 | 1 | 2 | -1 | -4 | -1 | 5 | 1

[9] C=CCn1c(COc2ccccc2)nnc1SCC(=O)N/N=C/c1cc(Cl)ccc1O
[10] O=C1OCCC1Sc1nnc(-c2ccc3c(c2)OCO3)o1 (stereo not given)
[11] CC(NC(=O)c1ccc(Br)s1)C1CCCO1 (stereo not given)
[12] CCC(=O)NC(=S)Nc1cccc(NC(=O)c2ccccc2Cl)c1
[13] Cc1ccc(-n2c(N)c(C(=O)Nc3ccccc3F)sc2=S)cc1C
[14] Oc1ccc(Cl)cc1-c1cc(-c2ccco2)[nH]n1
[15] CC(C)(C)N(Cc1cc2ccccc2[nH]c1=O)C(=O)c1ccco1
[16] COC(=O)C1=C2SC(C)C(=O)N2C(N)=C(C#N)C1c1ccc(OC)c(OC)c1 (stereo not given)

entry no. | 9 | 10 | 11 | 12 | 13 | 14 | 15 | 16
Runt-SMMHC FRET | 0 | -2 | -3 | 5 | 3 | 35 | 0 | 22
FXIIa inh 1536 | 13 | 5 | 9 | 0 | 6 | 16 | 8 | 11
thrombin 1536 | -1 | -13 | 0 | -7 | -1 | 3 | -2 | -1
Hck Nef HTS | 4 | 21 | -2 | 0 | -10 | 8 | 18 | 0
14-3-3 Bad inh | -6 | 18 | 9 | 34 | 6 | 6[fluorescence artefact?] | 1 | -10
FXIa inh | 2 | -6 | 0 | -4 | -7 | 3 | 2 | 3
Runt-CBFb FRET | 4 | 0 | 1 | nt | 4 | 44 | 0 | 5
KLK5 inh | -46 | -2 | -1 | -12 | -6 | 0 | 9 | -10
Wee1 stabilizer | 2 | -3 | -3 | 1 | 2 | 4 | -3 | -2

[17] Cc1ccc(C(=O)COC(=O)CNC(=O)CNC(=O)c2ccc(C)cc2)cc1
[18] CSc1nnc2c(n1)OC1(Nc3ccccc3-2)C(=O)Nc2ccccc21 (stereo not given)
[19] CCOCC(=O)Nc1nnc(COCC)s1
[20] Cc1ccc(C)c(N2CCN(C(=O)CCc3nc4ccccc4[nH]3)CC2)c1
[21] Cc1cccc(Nc2nnc(SCC3CCCCO3)s2)c1 (stereo not given)
[22] C=CCc1ccccc1OCC(O)CN1CCN(C(=O)OCC)CC1 (stereo not given)
[23] N/C(=N\OC(=O)c1ccc(Cl)c([N+](=O)[O-])c1)c1ccccn1
[24] COc1ccc(NS(=O)(=O)c2ccc(O)c(C(=O)OCC(=O)Nc3ccc4c(c3)OCCO4)c2)cc1

entry no. | 17 | 18 | 19 | 20 | 21 | 22 | 23 | 24
Runt-SMMHC FRET | 6 | -1 | -2 | 9 | -4 | -6 | 2 | -10
FXIIa inh 1536 | 12 | 4 | 5 | 13 | 8 | 5 | 98* | 6
thrombin 1536 | -2 | -4 | -6 | 5 | -8 | -4 | 0 | 0
Hck Nef HTS | 4 | -14 | 7 | -3 | 1 | 1 | 7 | 13
14-3-3 Bad inh | 4 | -4 | -6[fluorescence artefact?] | -9 | 3 | 4[fluorescence artefact?] | -1 | 31
FXIa inh | 4 | -3 | -8 | 5 | 1 | -5 | 3 | 5
Runt-CBFb FRET | -3 | -2 | -1 | -3 | -1 | 2 | 1 | -4
KLK5 inh | -4 | -4 | -9 | -7 | -6 | -11 | 0 | -12
Wee1 stabilizer | -1 | 0 | -1 | 1 | -2 | 1 | -3 | 3

[25] CC(C)OC(=O)CSc1nnc(CNc2cccc(Cl)c2)n1C
[26] CCOc1ccc(C2C([N+](=O)[O-])=C(C)N(C)C(=O)N2C)cc1OC (stereo not given)
[27] O=C(CCCNS(=O)(=O)c1ccc(Cl)c(Cl)c1)NCCc1ccccn1
[28] COc1cc(S(=O)(=O)N2CCC(N3CCCCC3)CC2)ccc1-n1cnnn1
[29] Nc1nnn(CC(=O)N/N=C/c2ccccc2)n1
[30] Cc1ccc(/C=C/c2nnc(-c3ccccc3)o2)cc1
[31] O=C(CSc1nnnn1-c1ccccc1F)NNC(=O)c1ccco1
[32] CC(C)=CCN1CCN(Cc2ccc(C#CC(C)(C)O)cc2)CC1CCO (stereo not given)

entry no. | 25 | 26 | 27 | 28 | 29 | 30 | 31 | 32
Runt-SMMHC FRET | -4 | -2 | -4 | 1 | 2 | -10 | -4 | -4
FXIIa inh 1536 | 4 | 12 | 11 | 16 | 14 | 17 | 6 | 9
thrombin 1536 | -1 | 4 | -7 | 0 | 2 | 0 | -4 | 0
Hck Nef HTS | 8 | 19 | 26 | 9 | 25 | -1 | 24 | 4
14-3-3 Bad inh | 6 | -13 | -10 | 12[fluorescence artefact?] | -2 | -2 | 2 | -8
FXIa inh | -3 | -3 | 1 | 1 | 2 | 4 | -6 | 1
Runt-CBFb FRET | -4 | 0 | 2 | 1 | 1 | -4 | 2 | -1
KLK5 inh | -10 | 2 | 12 | 2 | 3 | -19 | -2 | nt
Wee1 stabilizer | -1 | 0 | -2 | 0 | 1 | -2 | -3 | 2

[33] CC(C)(C)C(=O)Cn1ncc(Br)c(Br)c1=O
[34] O=C(Nc1ccc(Oc2ncnc3cc(Cl)ccc23)nc1)c1cccs1
[35] O=C(NCc1ccc(Cl)cc1)C(=O)NCC1OCCN1C(=O)c1cccs1 (stereo not given)
[36] COc1ccc(-c2nc3scc(-c4ccc(OC)c(OC)c4)c3c(=O)o2)cc1
[37] O=C1c2ccccc2C(=O)N1CC(=O)N1c2ccccc2CCc2ccccc21
[38] O=S(Cc1ccc(Br)cc1)Cc1nnc(SCc2c(F)cccc2Cl)n1-c1ccccc1 (stereo not given)
[39] COc1ccccc1N1CCN(C(=O)CN2C(=O)C3CCCCC3C2=O)CC1 (stereo not given)
[40] CCOC(=O)C1CCN(C(=O)COc2ccc(S(=O)(=O)N3CCCC3)cc2C)CC1

entry no. | 33 | 34 | 35 | 36 | 37 | 38 | 39 | 40
Runt-SMMHC FRET | 2 | 0 | 4 | -123 | 2 | 1 | 2 | -5
FXIIa inh 1536 | 5 | 1 | 0 | 6 | 17 | 8 | 2 | 7
thrombin 1536 | -2 | -2 | -7 | -3 | -1 | -1 | -14 | 2
Hck Nef HTS | -1 | 26 | 2 | 6 | 0 | -1 | 18 | 5
14-3-3 Bad inh | -7 | 43 | 7 | 54 | -3 | 2[fluorescence artefact?] | -5 | -13
FXIa inh | -5 | 0 | 1 | -2 | 1 | -2 | -6 | 5
Runt-CBFb FRET | 2 | -2 | 1 | -47 | -3 | -7 | 1 | 2
KLK5 inh | -12 | 2 | -7 | -1 | 2 | -4 | -2 | -37
Wee1 stabilizer | 0 | -1 | -2 | -1 | -2 | -1 | -4 | 1

[41] COc1ccc2nc(N3CCC(O)CC3)c(C#N)cc2c1
[42] Cc1cc(SCC(=O)c2ccc(O)c(O)c2)n2nc(C)c(-c3ccccc3)c2n1
[43] CCOc1ccccc1N1CCN(Cc2ccc(OC)c(OC)c2)CC1
[44] COC(=O)c1ccccc1NC(=O)c1ccc(-c2ccc(Br)cc2)o1
[45] Cc1cc(C)n2nc(SCCC(=O)NCc3ccccc3)nc2n1
[46] CC(C)NS(=O)(=O)c1ccc(CCC(=O)Nc2ccc3c(c2)OCO3)cc1
[47] CCOC(=O)C1=C(O)/C(=C\c2cccs2)N=C1C
[48] Cc1cc(C)n(CCOC(=O)c2sc3ccccc3c2Cl)n1
[49] Cc1cccc(Nc2nc(N)c([N+](=O)[O-])c(N3CC(C)CC(C)C3)n2)c1 (stereo not given)
[50] O=C(N/N=C/c1ccccc1[N+](=O)[O-])c1cnccn1
[51] CC(C)CN(C(=O)COC(=O)c1ccc2c(c1)NC(=O)CS2)C1CCS(=O)(=O)C1 (stereo not given)

entry no. | 41 | 42 | 43 | 44 | 45 | 46 | 47 | 48 | 49 | 50 | 51
Runt-SMMHC FRET | 75* | 1 | 0 | -2 | -1 | 0 | 3 | -1 | -1 | 2 | -3
FXIIa inh 1536 | -3 | 7 | 8 | 12 | 5 | 7 | 5 | -21 | 5 | 4 | 19
thrombin 1536 | -3 | -5 | -4 | 2 | -13 | -2 | 0 | -13 | -7 | -5 | 0
Hck Nef HTS | 0 | -5 | -1 | -1 | -2 | -10 | -1 | 0 | 6 | -16 | 1
14-3-3 Bad inh | -8[fluorescence artefact?] | -3 | 47 | 8[fluorescence artefact?] | 1 | -4 | -6[fluorescence artefact?] | 5 | -5 | -5 | -4
FXIa inh | -2 | 5 | -1 | -19 | -5 | -10 | -2 | -8 | 3 | 4 | -5
Runt-CBFb FRET | 42 | 1 | -1 | 0 | 2 | -1 | 1 | -4 | -8 | -1 | 0
KLK5 inh | -1 | 11 | 9 | 10 | -2 | -7 | -11 | 1 | -10 | -5 | -5
Wee1 stabilizer | -1 | -1 | -2 | 0 | -2 | -3 | 7 | 1 | -1 | 4 | -2
